Screening results as filed in PubChem.
Pf growth 96h – Primary qHTS for delayed death inhibitors of the malarial parasite plastid, 96 hour incubation; P. falciparum luciferase reporter growth, 96 h; Potency, µM (top dose mostly 28.7 µM), for the others: at the highest dose activity change, negative = inhibition, hits mostly inhibitors; AID 504834, 2011; 320,000 compounds, 6.9% hits
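Luminescence readout: decreased luciferase signal marks inhibited growth of reporter-expressing P. falciparum in infected red cells (2% hematocrit, 0.05% parasitemia final), exposed to compound two generations (96 h, 37 C, 5% CO2).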
LmPK inhibitor – qHTS Assay for Inhibitors of Leishmania Mexicana Pyruvate Kinase (LmPK) | 290,000 compounds, 0.37% hits | AID 1721, 2009 | Potency, µM (titrated, usually from 57.5 µM), for the others: at the top dose activity change, negative = inhibition, hits mostly inhibitors | Q27686 | purified LmPK, Kinase-Glo ATP luminescence, 1 h
Target sequence (Q27686 whole entry, looked up): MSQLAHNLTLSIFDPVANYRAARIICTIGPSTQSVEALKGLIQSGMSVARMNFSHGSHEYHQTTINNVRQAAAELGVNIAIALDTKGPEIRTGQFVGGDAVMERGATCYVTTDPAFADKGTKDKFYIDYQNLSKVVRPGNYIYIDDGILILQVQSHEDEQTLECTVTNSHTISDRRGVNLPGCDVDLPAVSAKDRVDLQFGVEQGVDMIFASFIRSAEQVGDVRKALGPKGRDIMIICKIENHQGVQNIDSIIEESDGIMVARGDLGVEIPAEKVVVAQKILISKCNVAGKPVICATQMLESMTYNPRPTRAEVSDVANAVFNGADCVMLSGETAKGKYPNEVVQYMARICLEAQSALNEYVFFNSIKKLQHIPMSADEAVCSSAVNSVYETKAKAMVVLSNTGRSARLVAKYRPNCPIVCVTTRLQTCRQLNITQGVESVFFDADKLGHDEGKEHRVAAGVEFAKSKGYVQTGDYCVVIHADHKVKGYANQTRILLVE
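qHTS format; LmPK 0.1 nM; substrates PEP 0.5 mM and ADP 0.1 mM. One-hour room-temperature incubation, then coupled luciferase luminescence; 0.5 nM enzyme wells mark activation.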
Sm TGR inh – qHTS Assay for the Inhibitors of Schistosoma Mansoni Peroxiredoxins. Potency, µM (doses to about 114 µM), inactives show top-dose activity change, negative = inhibition, actives largely listed as inhibitors. purified TGR, DTNB reduction, TNB absorbance 405 nm. 360,000 compounds, 3% hits. Schistosoma mansoni thioredoxin glutathione reductase (TGR), Q962Y6; note: nearly all actives have a fitted effect of over 60% in size
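TGR 20 nM + NADPH 100 uM (dispensed conc.), cpd preinc 15 min RT; start with NADPH (500 uM addition) then DTNB (15 mM addition). Kinetic TNB absorbance, 405 nm filter. Four-parameter Hill fit across titration.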
Tb PYK inh – qHTS of Trypanosoma Brucei Inhibitors. pyruvate kinase (Trypanosoma brucei), Q57TT1. TbPYK enzyme, Kinase-Glo Plus ATP luminescence, 45 min. Potency, µM (series often up to 76.8 µM), for inactives: at the highest dose activity, negative = inhibition, hits mostly inhibitors. 410,000 compounds, 0.12% hits. AID 624173, 2012; note: nearly all actives have a fitted effect of over 50% in size
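Screened from lowest to highest concentration, compounds were pinned into TbPYK/substrate mixtures, and ADP (130 uM final) was added. Plates sat at room temperature for 45 min prior to Kinase-Glo Plus detection by luminescence.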
Pf growth 48h – Primary qHTS for delayed death inhibitors of the malarial parasite plastid, 48 hour incubation; P. falciparum luciferase growth in erythrocytes, 48 h; Potency, µM (titrated, usually from 28.7 µM), without a hit: at the highest dose activity change, negative = inhibition, actives largely listed as inhibitors; 310,000 compounds, 5.9% hits; AID 504832, 2011
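Firefly luciferase activity from engineered P. falciparum reports growth; inhibitors lower the luminescent signal. Cultures contained 2% hematocrit erythrocytes at 0.1% final parasitemia.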
HCV inh – qHTS Assay for Inhibitors of Hepatitis C Virus (HCV). AID 651820, 2012. Huh7.5.1 HCVcc-Cre infection, luciferase reporter, 44 h. Potency, µM (highest dose often 41.8 µM), for inactives: at the top dose activity change, negative = inhibition, hits mostly inhibitors. 340,000 compounds, 3.4% hits
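Infectious HCV cell culture screen: compound-treated cells (1,000/well, pre-plated 4 h) are infected with HCVcc-Cre at roughly 0.5 moi and grown 44 h. Infection is quantified by luciferase signal after 15 min substrate incubation at room temperature.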
Numbers without * were called inactive; ? = inconclusive; . = not tested or not shown; & = joins results of further samples; [ ] = dose if it differs, or a comment. Calls come from the whole dose curve; as a rule, active = well fitted curve in the direction sought with a large enough effect; inconclusive = small, poorly fitted or top-dose-only effect, or another doubt; inactive = no such curve, though single readings can be large; an effect the other way counts as inactive or inconclusive. % is set by controls: 0 for no effect and ±100 for the full control effect; potency is the fitted concentration of half-maximal effect.

SMILES	Pf growth 96h	LmPK inhibitor	Sm TGR inh	Tb PYK inh	Pf growth 48h	HCV inh
CC1CN(c2cc(=O)n(-c3ccccc3)c(=O)[nH]2)CC(C)O1 (stereo not given)	3%	-2%	-15%	-28%	17%	18%
O=C(Nc1nnc(C2=COCCO2)o1)c1ccc(S(=O)(=O)N2CCOCC2)cc1	-2%	6%[11.5 µM]	6%	6%	-12%	12%
c1ccc(CN2CCN(Cc3ccc4ccccc4c3)CC2)cc1	0.93µM*	3%	20%	21%	?	1%
Cc1ccc(-n2c(COc3cccc(C)c3)n[nH]c2=S)cc1	?	?	4%	16µM*	-15%	6%
O=C(/C=C/c1c(F)cccc1Cl)Nc1nn[nH]n1	22%	-1%	.	-27%	4%	3%
CCC1(c2ccccc2)NC(=O)N(CC(=O)Nc2ccccc2N2CCCC2)C1=O (stereo not given)	0%	.	-9%	-1%	-18%	9%
COc1ccc(C)cc1NS(=O)(=O)c1cc(C)ccc1C	-29%	-1%	7%	-3%	.	-4%
Cc1ccc(N2CC(C(=O)Nc3ccc(S(=O)(=O)Nc4nccc(C)n4)cc3)CC2=O)cc1 (stereo not given)	?	2%	0%	-3%	-6%	-14%
Cc1ccc(Cn2cc(SCC(N)=O)c3ccccc32)cc1	?	1%	0%	-3%	?	-6%
CCCCNCc1ccc(OCc2ccc(Cl)nc2)c(OC)c1	3%	1%	-1%	-23%	-18%	-14%
CC(C)(C)c1ccc(-c2nc(O)c(CC(=O)O)s2)cc1	84%[activator]	2%	-1%	.	53%[activator]	.
Cc1cccc(Nc2nnc(SCC(=O)Nc3cccnc3Cl)s2)c1	?	-6%	-1%	2%	-3%	?
Cc1ccc(NC(=O)CCNS(=O)(=O)c2ccc(OC(F)(F)F)cc2)c(O)c1	12%	-4%	9%	-7%	20%	0%
CCOC(=O)C1CCN(C(=O)CNC(=O)c2nn(-c3ccc(OC)cc3)c(=O)c3ccccc23)CC1	?	-1%	1%	-2%	?	14%
CN(C)[C@@H](CO)c1nnc([C@H](CCC(=O)O)NC(=O)C2CCNCC2)o1	117%[activator]	-1%	-4%	-16%	71%[activator]	38%[activator]

As a short view, some entries already given:
SMILES	Pf growth 96h	LmPK inhibitor	Sm TGR inh	Tb PYK inh	Pf growth 48h	HCV inh
CC1CN(c2cc(=O)n(-c3ccccc3)c(=O)[nH]2)CC(C)O1 (stereo not given)	3%	-2%	-15%	-28%	17%	18%
O=C(Nc1nnc(C2=COCCO2)o1)c1ccc(S(=O)(=O)N2CCOCC2)cc1	-2%	6%[11.5 µM]	6%	6%	-12%	12%
c1ccc(CN2CCN(Cc3ccc4ccccc4c3)CC2)cc1	0.93µM*	3%	20%	21%	?	1%
Cc1ccc(-n2c(COc3cccc(C)c3)n[nH]c2=S)cc1	?	?	4%	16µM*	-15%	6%
O=C(/C=C/c1c(F)cccc1Cl)Nc1nn[nH]n1	22%	-1%	.	-27%	4%	3%
CCC1(c2ccccc2)NC(=O)N(CC(=O)Nc2ccccc2N2CCCC2)C1=O (stereo not given)	0%	.	-9%	-1%	-18%	9%
COc1ccc(C)cc1NS(=O)(=O)c1cc(C)ccc1C	-29%	-1%	7%	-3%	.	-4%
Cc1ccc(N2CC(C(=O)Nc3ccc(S(=O)(=O)Nc4nccc(C)n4)cc3)CC2=O)cc1 (stereo not given)	?	2%	0%	-3%	-6%	-14%
Cc1ccc(Cn2cc(SCC(N)=O)c3ccccc32)cc1	?	1%	0%	-3%	?	-6%
CCCCNCc1ccc(OCc2ccc(Cl)nc2)c(OC)c1	3%	1%	-1%	-23%	-18%	-14%

Next records
SMILES	Pf growth 96h	LmPK inhibitor	Sm TGR inh	Tb PYK inh	Pf growth 48h	HCV inh
CN(c1ccccc1)S(=O)(=O)c1ccc(C(=O)OCC(=O)N2CCOCC2)cc1	6%	-1%	1%	11%	5%	6%&1%
COc1ccc(CNC(=O)c2cc(-c3ccco3)on2)cc1	0%	1%	0%	-5%	?	-21%
c1ccc2c(CCNC3=NCCC3)c[nH]c2c1	.	0%	-2%	-5%	?	2%
Cc1ccc(C(=O)CN2C(=O)NC3(CCCCC3C)C2=O)s1 (stereo not given)	?	.	-8%	7%	-20%	3%
COc1ccc2c(c1)SCCC2=O	.	9%	-3%	-7%	-14%	-5%
COc1cccc(NS(=O)(=O)c2ccc3c(c2)NC(=O)C(C)C(=O)N3)c1 (stereo not given)	?	-2%	-24%	-5%	7%	2%
COc1ccc(C(CNC(=O)COc2ccc(Br)cc2F)N2CCCC2)cc1 (stereo not given)	?	-6%	-1%	0%	?	?
Cc1ccc(NC(=O)C(C)OC(=O)CCC2CCCCC2)cc1 (stereo not given)	27%	.	6%	-2%	45%[activator]	2%
Nc1ccccc1SCC(=O)Nc1ccc2c(c1)OCO2	-7%	-9%	3%	-5%	20%	-23%
O=C(NC1CCCN(CCc2ccccc2)C1)c1c(F)cccc1F (stereo not given)	-29%	-2%	3%	-3%	-2%	-1%
Clc1ccccc1Cn1nnc2c(NCC3CC3)ncnc21	?	2%	0%	1%	?	-5%
CCC(=O)c1ccc(SC(=O)N(C)C)cc1O	113%[activator]	1%	1%	-2%	50%[activator]	0%
CC1CN(Cc2c(O)ccc3c2oc(=O)c2ccccc23)CC(C)O1 (stereo not given)	2.3µM*	-1%	-22%	?	6.6µM*	?
CC(C)(C)Oc1ncc(Br)c(OC(C)(C)C)n1	-13%	-4%	-1%	-1%	3%	0%
CCN1C(=O)C(O)(C2COC(C)(C)CC2=O)c2ccccc21 (stereo not given)	32%[activator]	0%	3%	-2%	26%	17%
O=C1C=C(Nc2ccc(Cl)cc2)CC(c2ccc(Cl)cc2)C1 (stereo not given)	?	2%	-4%	6%	9.3µM*	-30%
CC1CCCN(C(=O)c2ccc3c(c2NCCO)C(=O)c2ccccc2C3=O)C1 (stereo not given)	.	?	13%	-11%	?	-11%
C/C(=N\NC(=O)CSc1nnc(C)s1)c1ccc(Cl)cc1	?	-5%	-5%	-1%	-5%	-5%
CCCCn1c(N)c(N(CC(C)C)C(=O)CC2OC(=O)c3ccccc32)c(=O)[nH]c1=O (stereo not given)	7%	.	-3%	0%	?	17%
CCCCn1c(N)c(N(CCOC)C(=O)COc2c(C)cccc2C)c(=O)[nH]c1=O	-2%	.	-15%	-5%	-10%	31%[activator]
Cc1cc(C)nc(CCNC(=O)C2CCC(=O)N(Cc3ccccc3F)C2)n1 (stereo not given)	62%[activator]	1%	0%	-2%	23%	29%
COc1ccc(CN2CCNC(=O)C2CC(=O)NCc2cccc(C)n2)c(OC)c1 (stereo not given)	-9%	7%	-19%	-6%	-19%	3%
Cc1ccc(C)c(C(C)NC(=O)C2C3CCC(O3)C2C(=O)O)c1 (stereo not given)	-28%	1%	4%	.	?	.
CCCCSc1nnc(-c2ccccc2N)c(=O)[nH]1	80%[activator]	0%	?	-1%	30%[activator]	-21%
O=C(N[C@@H](Cc1ccc(O)cc1)C(=O)O)c1ccc(C(F)(F)F)cc1	11%	1%	-1%	-9%	40%[activator]	21%
O=C(NNC(=O)C1CC1)c1cc(Cl)nc2ccccc12	-6%	-11%	?	-1%	?	12%
COC(=O)CCC(=O)N1CCCC(CNS(=O)(=O)c2ccc(OC)cc2)C1 (stereo not given)	-10%	1%	0%	-1%	2%	14%
CCOC(=O)c1cc(CC)sc1NC(=O)CC1SC(N)=NC1=O (stereo not given)	56%[activator]	0%	-1%	0%	-5%	?
CCN(CC)CC(O)Cn1c(C)c(-c2ccccc2)c2cc([N+](=O)[O-])ccc21 (stereo not given)	21%	-10%	13%	-4%	.	14µM*
O=C(COc1ncnc2ccccc12)Nc1cccc(S(=O)(=O)N2CCOCC2)c1	?	-2%	-8%	1%	-8%	-13%
O=C(CC1C(=O)NCCN1C(=O)c1ccc([N+](=O)[O-])cc1)Nc1cccc(Cl)c1 (stereo not given)	?	-4%	0%	2%	3%	4%
O=C(c1c[nH]c2ccccc12)N1CCN(Cc2ccccc2)CC1	100%[activator]	-5%	2%	0%	?	-8%
Cc1ccc(NS(=O)(=O)c2ccc(CCC(=O)NCc3ccccn3)cc2)cc1	4%	3%	.	2%	?	0%
CNC(=S)N1CCN(C(c2ccccc2)c2ccccc2)CC1	9%	10%	8%	-3%	-22%	-1%
CCCCCC(=O)Nc1ccc(-c2cn3cccnc3n2)cc1	-25%	-6%	3%	-8%	-7%	?
CN(C(=O)/C=C/c1ccc([N+](=O)[O-])s1)c1ccccc1	?	1%	11µM*	-5%	?	22µM*
CCCc1nc(SCC(=O)c2ccccc2)c2c(=O)n(C)c(=O)n(C)c2n1	?	0%	8%	-3%	?	11µM*
NS(=O)(=O)c1ccc(NC(=O)Cn2nc(C(=O)O)c3ccccc3c2=O)cc1	37%[activator]	4%	-9%	0%	29%	10%
O=Cc1cn(CC(=O)N2CCc3ccccc32)c2ccccc12	18%	-4%	0%	0%	3%	-4%
O=C(Nc1ccc(Br)cc1)c1ccc(N2C(=O)C3CCCCC3C2=O)cc1 (stereo not given)	?	3%	0%	-4%	40%[activator]	2%
Cc1cccc(NS(=O)(=O)c2csc(C(N)=O)c2)c1	3%	5%	1%	13%	19%[0.00184 µM]	-7%
Cc1cc(Nc2cccc(F)c2)n2c(n1)nc1ccccc12	30%[activator]	9%	39%[activator]	-9%	?	-9%
OCCNc1nc(SCc2ccccc2)nc2sc3c(c12)CCC3	?	4%	0%	7%	?	?
O=C(CNC(=S)N(Cc1ccccc1)Cc1cccnc1)NC1CCCCC1	9.3µM*	3%	-2%	-4%	?	-10%
COc1ccc2c(COC(=O)CC3Sc4ccccc4NC3=O)cc(=O)oc2c1 (stereo not given)	?	1%	3%	-10%	?	-4%
CCCCCOc1ccc(C(=O)CCC(=O)N2CCCC2)cc1	?	2%	-4%	0%	?	-27%
O=C(O)c1ccc(-c2nnc(-c3ccccc3)o2)cc1	-19%	13µM*	0%	-26%	.	3%
CCOc1ccc(NC(=S)N(CCc2c(C)[nH]c3ccc(C)cc23)Cc2ccncc2)cc1	?	1%	-18%	-3%	?	?
COc1ccc(CCNC(=O)COC(=O)COc2ccc(Cl)cc2)cc1OC	11%	-2%	-2%	-7%	?	14%
Cc1ccc(OCCNC(=O)c2cc(C(=O)NCCOc3ccc(C)cc3)cc([N+](=O)[O-])c2)cc1	1.2µM*	5%	9%	2%	12µM*	?
Cc1nnc2ccc(-c3ccc(NS(=O)(=O)c4ccccc4)cc3)nn12	-6%	.	5%	-8%	?	-23%
O=c1cc(-c2ccccc2)c2ccc(O)c(CN3CCCCC3)c2o1	27%	-15%	-29%	-25%	10µM*	12%
COc1ccc(C2=NN(C(=O)c3ccccc3)C(c3ccc(OC)c(OC)c3)C2)c(OC(C)=O)c1 (stereo not given)	10µM*	2%	-6%	.	12µM*	.
COc1ccc(N(CC(=O)N/N=C/c2cccc3c2OCCO3)S(=O)(=O)c2ccc(NC(C)=O)cc2)cc1	42%[activator]	1%	-1%	-15%	-15%	?
CCOC(=O)c1cc2occc2n1CC(=O)NC1CCCCC1C (stereo not given)	-9%	-5%	?	1%	?	0%
CC(OC(=O)Cc1ccccc1F)C(=O)Nc1ccc(Cl)cn1 (stereo not given)	53%[activator]	.	8%	-12%	41%[activator]	?
